Screening results as filed in PubChem.
WT yeast gro inh – growth inhibition of WT strain, primary screen, mitochondrial fusion inhibitor project, WT and mutant strains, chemical genetic | mitochondrial fusion phenotypic screen | inhibition, % at 10 µM | hit rate 2.1% among 190,000; in the data active = inhibition above about 58%; tested in S. cerevisiae
Autophagy HCS – autophagy modulators in MEF cells, primary screen, imaging, high-content, MEF GFP-LC3; MEF GFP-LC3 puncta imaging; test concentration mostly 10 µM; calls only at 10 µM (by protocol); hit rate 0.98% among 190,000; AID 463193, 2010;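 active = percentage of spot-positive cells more than 3 SD above its plate mean, without a fluorescence outlier flag or 80% toxicity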;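 also: spot-positive cell cutoff set from DMSO-treated cells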
Dynein transport – inhibitors of GR-EGFP nuclear translocation, primary screen, dynein cargo transport inhibitor project, imaging, high-content, 3617.4 mouse cells | test concentration mostly 20 µM; stimulated with dexamethasone, 1 µM; hits give low values | z-score, hits read low | hit rate 0.47% among 220,000;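 active = plate z-score of nuclear minus cytoplasmic receptor signal below a set negative limit, without overly bright fluorescence or cell loss, cut at about -3.5 in these data, passing the limit was not always enough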;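 also: z-score of nuclear minus cytoplasmic ring GR-EGFP intensity difference per well; some compounds called inactive have numbers as strong as hits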
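Buffer or medium – tet-free medium with charcoal-stripped serum · Signal – automated 10x imaging of fixed Hoechst-stained cells · Also added – dexamethasone agonist, 1.0 µM final, for 30 min · Incubation – induction 48 h, compound 1 h, agonist 30 min · Read-out – GR-EGFP nuclear translocation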
PMI inhibitors – inhibitors of human PMI, primary screen, biochemical, fluorescence intensity, coupled assay (AID 1209); hit rate 0.42% among 190,000; purified PMI enzyme, coupled fluorescence intensity; higher % means a stronger effect; one-dose inhibition, % at 20 µM; IC50 in µM for titrated hits;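 also: plate controls were DMSO vehicle for no effect and wells lacking substrate for full effect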
Insulin prom up – insulin promoter activators in MIN6 cells, imaging, high-content screening, mouse beta cells; MIN6 insulin promoter-GFP reporter; hits give high values; z-score at 5 µM; hit rate 0.3% among 190,000;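 active = z-score above 3 at 5 µM with at least 500 cells counted in the well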
Yfh1-off respiration – enhancers of respiration in Yfh1-depleted yeast, dose response, Friedreich's ataxia, plus single-dose screen (AID 1465). S. cerevisiae Yfh1-off respiration, WST-1 reduction, 72 h; higher fold induction means a stronger effect. fold induction at 50 µM; hits with a dose series show EC50 in µM. hit rate 0.074% among 220,000;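 active = fold induction of absorbance versus untreated yeast above a set limit, then at least 30% activation at any dose in follow-up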;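 also: activators that raise dye reduction in frataxin-depleted yeast; strong numbers were not always called active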
MT stabilizer – microtubule stabilizers in HeLa cells, primary screen, imaging, high-content imaging. HeLa tubulin immunostaining HCS, 24 h; share of cells brighter than vehicle mean+2SD. % tubulin-high responders, % at 10 µM. hit rate 0.83% among 200,000;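 active = plate Z-score above 3 for both tubulin-high and condensed-nucleus cell shares, with cell loss under 80%, at 10 µM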;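 also: anti alpha tubulin signal scored within the nucleus-defined area of each cell; some results filed as inactive read as strong as hits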
b-catenin transl – modulators of beta-catenin nuclear translocation, primary screen, imaging, HeLa cells, immunofluorescence, high-content; nuclear translocation activity, % at 5 µM; hit rate 0.3% among 190,000;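 active = nuclear translocation activity above 50% at 5 µM, with a well cell count of 50 or more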;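 also: per-cell ratio of nuclear to cytoplasmic median beta-catenin stain intensity; plate controls were DMSO negative control for no effect and GSK-3 inhibitor IX positive control for full effect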
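System: Human HeLa cells, endogenous beta-catenin | Compound dosing: 5 µM primary, 0.02–20 µM confirmation | Timing: 24 h compound exposure at 37°C, 5% CO2 | Measured by: Fluorescence imaging of beta-catenin antibody stain plus DAPI | Read-out basis: % activation of per-cell nuclear versus cytoplasmic median beta-catenin signal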
PMI inhibition – human PMI inhibitors, high substrate, primary screen, biochemical, fluorescence intensity, high mannose 6-phosphate (AID 1220). Mannose-6-phosphate isomerase (Homo sapiens). one-dose inhibition, % at 20 µM; IC50 in µM for titrated hits. recombinant PMI enzyme, coupled fluorescence intensity; higher % means a stronger effect. hit rate 0.66% among 190,000
WT yeast gro inh mutant strain – recorded beside WT yeast gro inh, whose call it bears; inhibition, %; mitochondrial fusion phenotypic screen, mutant strain inhibition
Dynein transport cytoplasmic EGFP – further read-out of Dynein transport, marked with its call; z-score; measured here: cytoplasmic GR-EGFP intensity; hits give high values
Dynein transport nuclear GR-EGFP – recorded beside Dynein transport, whose call it bears; z-score; measured here: nuclear GR-EGFP intensity;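 lower value marks the stronger effect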
Dynein transport cell count – second read-out of Dynein transport, no call of its own (marks repeat the call); z-score; measured here: cell count per field
Insulin prom up cell count – second read-out of Insulin prom up, no call of its own (marks repeat the call); cell count; measured here: cytotoxicity, nuclei count;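 total cells summed across four imaged fields per well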
b-catenin transl cell count 5 µM – also measured in b-catenin transl; calls as there; cell count; measured here: cell count, cytotoxicity flag
MT stabilizer Hoechst-high % – second read-out of MT stabilizer, no call of its own (marks repeat the call); % Hoechst-high responders; measured here: nuclear condensation Hoechst responders;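 share of cells brighter than vehicle mean plus two SD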
MT stabilizer cytotoxicity % – recorded beside MT stabilizer, whose call it bears; toxicity, %; measured here: cytotoxicity by cell density;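 0% = mean cell density of plate MIN control wells and 100% = no cells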
Autophagy HCS cell loss 18 h – also measured in Autophagy HCS; calls as there; toxicity, %; measured here: cell loss, nuclei count;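 cell loss after 18 h compound exposure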
* = called active by the depositor; i = inactive; . = no result given; + = active, no number. Rule as the data show it, unless noted: active = inhibition above about 50%; inactive = the rest.

SMILES | WT yeast gro inh | WT yeast gro inh mutant strain | Autophagy HCS | Autophagy HCS cell loss 18 h | Dynein transport | Dynein transport cytoplasmic EGFP | Dynein transport nuclear GR-EGFP | Dynein transport cell count | PMI inhibitors | Insulin prom up | Insulin prom up cell count | Yfh1-off respiration | MT stabilizer | MT stabilizer Hoechst-high % | MT stabilizer cytotoxicity % | b-catenin transl | b-catenin transl cell count 5 µM | PMI inhibition
CN1C(=O)/C(=N/OC(=O)c2ccccc2)c2ccccc21 | 0.3 | 22.2 | i | -0.4 | -0.487 | -0.0829 | -0.732 | 0.423 | -2.8% | . | . | i | 1.3 | 2.1 | 5.6 | . | . | -6.5%
N#CC1=C(N)Nc2nc3ccccc3n2C1c1ccc(F)cc1 (stereo unspecified) | 2.0 | 10.9 | i | -1.5 | 1.32 | -0.108 | 0.829 | -0.653 | -3.1% | 0.03 | 1479 | i | 4.6 | 2.5 | 5.6 | -1.4 | 1122 | -9.1%
Fc1ccc(-c2nc3ccccc3c3nc4ccccc4n23)cc1 | 2.9 | 0.2 | i | 14.4 | 0.489 | -0.279 | 0.308 | 0.818 | 6.0% | -0.05 | 1323 | i | 1.9 | 2.4 | 3.8 | 1.1 | 495 | 2.2%
Cc1cc(C(=O)N/N=C/c2cc([N+](=O)[O-])ccc2O)c2ccccc2n1 | -2.2 | -0.9 | i | 44.2 | -0.299 | -0.21 | -0.186 | 0.908 | 9.2% | -0.15 | 1106 | i | 3.6 | 1.7 | 5.2 | -3.7 | 587 | -16.7%
CCCCCCCCN=C1NC(=O)CS1 | 1.6 | -2.6 | i | 1.2 | -0.263 | -0.215 | -0.931 | 0.489 | 4.9% | -0.48 | 1158 | i | 8.1 | 4.3 | 12.5 | 6.7 | 1011 | -0.9%
COc1cc(-c2nc(-c3cccnc3)no2)cc(OC)c1OC | -5.9 | -8.9 | i | 1.9 | 0.0867 | -0.229 | -0.36 | 0.516 | -6.9% | -0.2 | 1392 | i | 1.9 | 2.9 | 4.5 | -1.2 | 929 | -6.7%
CCCCc1c(C)c(C#N)c2[nH]c3ccccc3n2c1=O | 39.4 | 29.8 | i | -3.1 | 1.61 | -0.121 | 1.02 | -1.33 | 14.8% | -0.52 | 763 | i | 0.5 | 0.8 | 8.8 | 2.3 | 1008 | 11.4%
N#Cc1c(C(F)(F)F)cc(-c2ccccc2)nc1SCC(=O)Nc1sc2c(c1C#N)CCC2 | 20.4 | 18.2 | + | 2.0* | -0.184 | -0.000757 | -0.0858 | 0.059 | -4.5% | -0.03 | 1096 | i | 13.7 | 3.5 | 11.4 | -0.1 | 1435 | 1.3%
CCOC(=O)N1CCC(NC(=O)c2cc(C(=O)Nc3ccc(OC)c(OC)c3)ccc2CO)CC1 | 11.5 | -0.7 | i | -0.3 | -1.41 | -0.191 | -0.366 | 1.91 | 4.5% | 3.42* | 1183* | i | 1.9 | 1.8 | 10.5 | 1.9 | 789 | -5.2%
O=C(CCCc1c[nH]c2ccccc12)N1CCOCC1 | 6.1 | -3.6 | i | 8.7 | -0.037 | -0.328 | 0.219 | 0.0775 | -0.7% | 0.01 | 1091 | i | 4.1 | 4.5 | 9.3 | -1.9 | 1382 | -11.0%
COc1ccc(NC(=O)c2ccc(S(=O)(=O)N(C)C)cc2)cc1 | -1.7 | 11.9 | i | -12.7 | 0.296 | -0.219 | -0.0553 | 0.392 | 3.5% | -0.02 | 1416 | i | 4.4 | 1.9 | 5.3 | 4.3 | 949 | -1.6%
COc1cc(C(=O)Oc2ccccc2/C=N/NC(=O)c2ccc(C)c(Cl)c2)cc(OC)c1OC | 3.3 | -8.6 | i | 8.1 | 0.42 | -0.167 | 0.0129 | -0.158 | 1.3% | -5.2 | 620 | i | 3.8 | 0.7 | 11.9 | 1.6 | 1065 | -3.9%
Cc1nnc(C)n1/N=C/c1ccc2c(c1)OCCO2 | 0.9 | 1.5 | i | 6.4 | -0.104 | -0.119 | -0.0373 | -0.0992 | -0.8% | 0.8 | 1274 | i | 2.6 | 1.4 | 4.2 | -1.3 | 723 | 0.1%
CC(C)(C)C(=O)NCCCc1nc2ccccc2n1CCCOc1ccc(Cl)cc1 | -1.9 | 7.3 | i | 6.1 | -0.298 | 0.441 | -0.438 | 0.65 | 8.8% | 0.31 | 1587 | i | 1.7 | 0.6 | 10.1 | 2.1 | 1339 | 4.7%
FC(F)(F)c1cc(-c2ccccn2)nc2cc(-c3ccccc3)nn12 | . | . | . | . | -0.634 | 0.163 | -0.346 | 0.533 | . | -0.23 | 1439 | i | . | . | . | -0.7 | 1308 | .
Cc1nnc(NCCc2ccccc2)n(N)c1=O | -3.8 | 2.9 | i | 1.6 | -1.42 | -0.243 | -0.498 | 1.24 | -0.3% | . | . | i | 3.0 | 2.2 | 7.9 | -2.5 | 1023 | -3.5%
CCOc1cc(/C=N/O)cc(Br)c1OCC | 20.7 | -14.9 | i | -5.4 | -0.36 | -0.283 | -0.386 | 1.19 | 5.1% | . | . | i | 1.9 | 2.1 | 6.3 | 0.2 | 304 | 8.7%
CCOC(=O)c1sc2cccc(F)c2c1N | . | . | i | 3.3 | 0.243 | -0.0592 | 0.18 | 0.952 | 2.0% | -0.06 | 1146 | i | 0.9 | 1.1 | 2.2 | . | . | -3.9%
Cc1cccc2nc(CSc3nnnn3-c3ccccc3)cn12 | 4.7 | 15.1 | i | -17.0 | 0.0978 | -0.241 | 0.135 | -0.0423 | -3.2% | 0.5 | 985 | i | 5.9 | 3.8 | 8.2 | -0.9 | 1195 | -6.8%
COc1ccc(CNC(=S)Nc2ccc3nc(N4CCOCC4)cc(C)c3c2)cc1 | 6.1 | 2.9 | i | 0.2 | 0.625 | -0.296 | 0.204 | 0.333 | 12.6% | 0.14 | 1109 | i | 1.6 | 2.7 | 3.1 | . | . | 14.6%
COc1ccccc1NC(=O)NC(N)=O | -17.4 | -4.6 | i | 6.5 | 0.348 | -0.276 | 0.406 | 0.402 | 4.7% | 0.12 | 1353 | i | 1.5 | 2.0 | 7.6 | 1.9 | 969 | 0.4%
O=C1c2cccc3cccc(c23)C(=O)N1OS(=O)(=O)c1ccccc1 | 0.1 | -5.2 | i | 3.9 | 2.57 | -0.0402 | 1.34 | -3.71 | 11.4% | 0.07 | 1900 | i | 3.1 | 2.0 | 4.1 | -3.0 | 1100 | 13.4%
CSCC(=O)N1CCCC(C(=O)c2cc(F)ccc2F)C1 (stereo unspecified) | 4.4 | 1.6 | i | -4.4 | -0.529 | -0.188 | -0.0956 | 0.145 | 1.2% | 0.91 | 1353 | i | 4.4 | 1.3 | 6.9 | 1.2 | 979 | -5.7%
C(=N\Nc1nn2cnnc2c2ccccc12)/c1ccco1 | 4.7 | -7.1 | i | 3.0 | 0.461 | -0.183 | 0.927 | -0.736 | -42.1% | -0.03 | 1083 | i | 2.6 | 1.1 | 1.0 | -1.4 | 1081 | -52.1%
COC(=O)c1ccccc1NC(=O)Nc1ccc(Cl)cn1 | 1.0 | 7.6 | i | 7.4 | -2.96 | -0.234 | -0.656 | -0.0687 | 1.6% | 0.01 | 1335 | i | 3.3 | 2.2 | 6.2 | -0.2 | 1544 | 2.6%
COc1ccc(CCNC(=O)CSCc2ccc(F)cc2)cc1OC | -7.2 | -0.3 | i | 1.0 | 0.591 | -0.222 | 0.332 | -0.64 | 3.0% | 0.94 | 1547 | i | 2.6 | 2.5 | 8.9 | -1.3 | 1149 | -2.8%
CC(=NCCc1ccccc1)C1=C(O)CSC1=O | 10.7 | -3.3 | i | 5.0 | 0.883 | -0.153 | 0.627 | -0.216 | 8.7% | -0.07 | 1900 | i | 3.6 | 1.7 | 5.5 | -3.6 | 1064 | 9.2%
CCOc1ccc2nc(COC(=O)c3cccs3)c(C(C)=O)[n+]([O-])c2c1 | . | . | . | . | 0.968 | -0.187 | 0.749 | -0.921 | . | 0.17 | 1035 | i | . | . | . | 0.0 | 1259 | .
NC(=O)CC(NC(=O)Cc1cccc2ccccc12)c1ccc(NCc2ccc(F)cc2)c([N+](=O)[O-])c1 (stereo unspecified) | . | . | . | . | 0.385 | -0.789 | 0.122 | -0.0243 | . | -0.46 | 914 | i | . | . | . | 0.8 | 1379 | .
CCCCN(C)S(=O)(=O)c1cc(Br)cc2c1N(C(=O)C1CC1)CC2 | -11.9 | 1.2 | i | 3.8 | -0.152 | -0.229 | 0.224 | -0.0825 | 22.9% | -1.28 | 1299 | i | 2.7 | 2.7 | 10.6 | 0.0 | 1138 | 12.7%
COc1ccc(S(=O)(=O)N2CCOCC2)cc1NC(=O)CSc1nnc2c(n1)[nH]c1ccccc12 | . | . | . | . | -0.451 | 0.271 | 0.605 | -0.14 | . | -0.94 | 1065 | i | . | . | . | 0.7 | 1285 | .
